OXTR potentiate – potentiates the human oxytocin receptor response; CHO-OTR cells, Fluo-8 calcium fluorescence, potentiator mode; 0% = oxytocin EC15, 100% = EC100; activation, % at 3 µM; P30559; AID 2445; 320,000 tested, 0.061% active;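 active = activation above that plate's cutoff, the mean activation of tested compounds plus 3 SD, cut at about 6.6% in these data, passing the limit was not always enough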;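 also: 100% uses oxytocin at 75 nM as the full agonist control; some results filed as inactive read as strong as hits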
Target sequence (P30559 whole entry, looked up): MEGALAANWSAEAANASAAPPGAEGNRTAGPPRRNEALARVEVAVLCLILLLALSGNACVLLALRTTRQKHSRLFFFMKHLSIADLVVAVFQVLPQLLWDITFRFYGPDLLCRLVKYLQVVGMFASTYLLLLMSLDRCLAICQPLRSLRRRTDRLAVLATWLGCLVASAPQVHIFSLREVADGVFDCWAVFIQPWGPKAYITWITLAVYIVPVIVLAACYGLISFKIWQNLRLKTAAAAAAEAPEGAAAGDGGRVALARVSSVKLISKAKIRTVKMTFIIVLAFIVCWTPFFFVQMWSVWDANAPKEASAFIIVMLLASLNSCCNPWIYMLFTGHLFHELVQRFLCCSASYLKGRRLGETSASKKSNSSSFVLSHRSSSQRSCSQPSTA
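Material: CHO-OTR cells, human receptor; compound dosing: single dose, 3.0 µM nominal final compound concentration; schedule: 6 min compound pre-incubation at room temperature, 100 s kinetic read; measured by: kinetic Fluo-8 calcium fluorescence; read-out basis: % activation vs EC15 and EC100 oxytocin; controls: EC15 oxytocin alone as 0%, 75 nM oxytocin as 100%; replicates: singlicate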
CHO-K1 Ca antag – counter-screen for M1 antagonists: effect in parental CHO-K1 cells; AID 602250; inhibition, % at 3 µM; ATP-induced calcium, Fluo-8 fluorescence; 360,000 tested, 0.6% active;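 active = inhibition above a per-plate cutoff, the plate's mean sample inhibition plus 3 SD, cut at about 24% in these data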;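 also: 0% = DMSO plus EC80 ATP and 100% = DMSO alone without ATP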
V1R ag counter – counter-screen for oxytocin receptor agonists: human V1a receptor agonists; activation, % at 3 µM; 320,000 tested, 0.25% active; P37288; CHO-V1R cells, Fluo-8 calcium fluorescence, agonist mode; 0% DMSO, 100% 3 nM vasopressin;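 active = activation above the mean activation of all tested compounds plus 3 SD, per screening run, cut at about 20% in these data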;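 also: signal is peak over basal fluorescence ratio across a 100 second FLIPR read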
GPR7 antag – antagonists of human GPR7 (neuropeptides B/W receptor 1) | P48145 | 290,000 tested, 1.1% active | GPR7-expressing cells, fluorescence antagonist assay | inhibition, % at 4.4 µM; in the data active = inhibition above about 16%, passing the limit was not always enough;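 also: cells stimulated with the agonist NPW; 0% = agonist with vehicle and 100% = vehicle without agonist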
Target sequence (P48145 whole entry, looked up): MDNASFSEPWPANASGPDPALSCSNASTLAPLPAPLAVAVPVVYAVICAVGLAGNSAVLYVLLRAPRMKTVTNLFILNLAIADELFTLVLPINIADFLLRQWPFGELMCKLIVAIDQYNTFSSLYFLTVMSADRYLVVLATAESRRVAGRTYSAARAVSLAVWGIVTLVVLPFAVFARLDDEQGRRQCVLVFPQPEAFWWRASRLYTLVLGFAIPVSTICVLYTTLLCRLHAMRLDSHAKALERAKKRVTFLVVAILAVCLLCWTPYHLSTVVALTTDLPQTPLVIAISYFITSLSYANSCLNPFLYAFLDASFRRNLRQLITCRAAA
M1 ag parental – M1 agonist counterscreen hit in parental CHO-K1 cells. 360,000 tested, 0.48% active. Fluo-8 calcium fluorescence; scaled to maximal ATP response, vehicle zero. activation, % at 3 µM; in the data active = activation above about 15%;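 also: untransfected CHO-K1 host cells lacking M1 receptor as counterscreen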
M1 PAM parental – nonselective activator or artifact in parental CHO-K1 calcium assay; ATP EC20, Fluo-8 calcium fluorescence; 0% at ATP EC20, 100% at ATP max; activation, % at 3 µM; 360,000 tested, 0.02% active;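 active = activation above the run cutoff, the mean activation of all test compounds plus 3 SD, cut at about 40% in these data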;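 also: peak over basal fluorescence ratio in a 140 s read after ATP addition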
CHO parental Ca – signal in parental CHO cells, OX1R antagonist counter-screen. parental CHO-K1, ATP-induced calcium, Fluo-8 fluorescence. inhibition, % at 5.6 µM. 330,000 tested, 0.63% active. AID 463079;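 active = inhibition above that plate's mean sample inhibition plus 3 SD, cut at about 26% in these data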;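 also: 0% = ATP-challenged DMSO wells and 100% = DMSO wells without ATP; some compounds past the cut are filed as inactive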
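Assay system: parental CHO cells; Read-out basis: percent inhibition of ATP-evoked calcium rise, normalized to controls; Benchmarks: ATP and no-ATP DMSO wells; Compound dosing: single nominal dose of 5.6 µM per compound; Signal: Fluo-8 calcium dye fluorescence; Also added: ATP as calcium-mobilizing challenge; Repeats: singlicate.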
OXTR agonist – human OXTR agonism. P30559. CHO-OTR cells, Fluo-8 calcium fluorescence; normalized: DMSO 0%, oxytocin 100%. activation, % at 3 µM. 320,000 tested, 0.32% active. AID 2435;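 active = activation above the mean of all tested compounds plus 3 SD, cutoff set per screening run, cut at about 20% in these data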;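 also: peak over basal fluorescence ratio from a 100 s FLIPR kinetic read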
TAAR1 antagonist – antagonists of human TAAR1; Q96RJ0; CHO RD-HGA16 TAAR1, Fluo-8 calcium fluorescence, antagonist; inhibition, % at 3 µM; 360,000 tested, 1.5% active; AID 624466;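 active = inhibition above a per-plate cutoff, the mean inhibition of test compounds on that plate plus 3 SD, cut at about 49% in these data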;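 also: 0% = DMSO plus EC80 beta-PEA response and 100% = DMSO alone without agonist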
Target sequence (Q96RJ0 whole entry, looked up): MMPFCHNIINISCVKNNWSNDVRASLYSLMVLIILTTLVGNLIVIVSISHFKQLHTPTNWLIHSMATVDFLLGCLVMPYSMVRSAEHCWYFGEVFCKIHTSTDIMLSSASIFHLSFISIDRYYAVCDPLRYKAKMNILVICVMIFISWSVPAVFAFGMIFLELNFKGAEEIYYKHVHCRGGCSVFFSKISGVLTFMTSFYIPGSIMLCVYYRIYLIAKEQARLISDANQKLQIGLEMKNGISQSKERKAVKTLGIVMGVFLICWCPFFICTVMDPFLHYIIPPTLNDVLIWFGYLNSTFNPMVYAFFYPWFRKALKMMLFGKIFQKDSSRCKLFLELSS
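Test system: RD-HGA16 CHO cells with stable hTAAR1 and Gα16 / Probe or stimulus: EC80 β-phenethylamine stimulus / Times: seeding 17-24 h prior, 75-min 37 °C, 30-min RT dye loading / Detection: Fluo-8 calcium-sensitive fluorescence / Read-out basis: % inhibition scaled between DMSO and EC80 PEA controls / Repeats: singlicate, one well per test compound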
* hit, by the source's call; . = not tested or not shown; & = joins results of further samples.

The first nine entries, ahead of the listing:
SMILES	OXTR potentiate	CHO-K1 Ca antag	V1R ag counter	GPR7 antag	M1 ag parental	M1 PAM parental	CHO parental Ca	OXTR agonist	TAAR1 antagonist
Cc1ccc(CC(=O)CCc2ccccc2)cc1	-5	-4	-0.8	.	0.0	13	-5	-1.6	16
COc1cccc(CNC(=O)C2CC(=O)N(C3CCCCCCC3)C2)c1 (stereo not drawn)	-1	3	4.0	-8	1.6	-10	-11	2.0	-21
Cn1c(=O)c2[nH]c(CCCCCCCc3nc4ccccc4[nH]3)nc2n(C)c1=O	.	-2	.	.	3.3	5	.	.	4
C/C(=N\NC(=O)Cc1c(C)[nH][nH]c1=O)c1ccc2ccccc2c1	-6	.	-0.5	-8	.	.	6	-1.2	0
O=C(NCc1ccco1)c1ccc(C(F)(F)F)cc1	3	-6	-0.9	-2	3.1	15	-12	-1.0	1
Cc1cccc(C)c1OCCOCCN1CCN(C)CC1	6	-12&1	0.0	-9	1.5&-0.1	16&12	-11	0.5	-1&6
COc1ccc(C(=O)Nc2ccc(S(=O)(=O)N3CCN(C)CC3)cc2)cc1	-2	-9	0.4	.	3.1	9	-3	-0.2	-24
CCN(CC)C(=O)C1CCCN(C(=O)Nc2ccccc2)C1 (stereo not drawn)	-4	-34	-0.7	2	-0.3	12	-7	-0.4	6
CCOc1ccc(C(NC(C)=O)c2ccc(OC)c(OC)c2)cc1 (stereo not drawn)	-7	3	3.0	-1	0.3	6	-6	0.7	7

The whole of this part, from the first entry:
SMILES	OXTR potentiate	CHO-K1 Ca antag	V1R ag counter	GPR7 antag	M1 ag parental	M1 PAM parental	CHO parental Ca	OXTR agonist	TAAR1 antagonist
Cc1ccc(CC(=O)CCc2ccccc2)cc1	-5	-4	-0.8	.	0.0	13	-5	-1.6	16
COc1cccc(CNC(=O)C2CC(=O)N(C3CCCCCCC3)C2)c1 (stereo not drawn)	-1	3	4.0	-8	1.6	-10	-11	2.0	-21
Cn1c(=O)c2[nH]c(CCCCCCCc3nc4ccccc4[nH]3)nc2n(C)c1=O	.	-2	.	.	3.3	5	.	.	4
C/C(=N\NC(=O)Cc1c(C)[nH][nH]c1=O)c1ccc2ccccc2c1	-6	.	-0.5	-8	.	.	6	-1.2	0
O=C(NCc1ccco1)c1ccc(C(F)(F)F)cc1	3	-6	-0.9	-2	3.1	15	-12	-1.0	1
Cc1cccc(C)c1OCCOCCN1CCN(C)CC1	6	-12&1	0.0	-9	1.5&-0.1	16&12	-11	0.5	-1&6
COc1ccc(C(=O)Nc2ccc(S(=O)(=O)N3CCN(C)CC3)cc2)cc1	-2	-9	0.4	.	3.1	9	-3	-0.2	-24
CCN(CC)C(=O)C1CCCN(C(=O)Nc2ccccc2)C1 (stereo not drawn)	-4	-34	-0.7	2	-0.3	12	-7	-0.4	6
CCOc1ccc(C(NC(C)=O)c2ccc(OC)c(OC)c2)cc1 (stereo not drawn)	-7	3	3.0	-1	0.3	6	-6	0.7	7
COc1ccc(-c2csc(-c3cc4ccccc4oc3=N)n2)cc1	-1	-10	0.9	-6	0.8	17	-13	-1.0	-4
CCOc1ccc(-n2c(COc3ccc(C)cc3)nnc2SCC(N)=O)cc1	-9	-5	1.4	-10	1.1	15	-5	5.4	3
CC(C)OC(=O)CC(=O)CSc1nc2c(cc1C#N)CCCC2	-8	-7	0.1	6	1.2	10	-4	-0.1	-6
N#C/C(=C\c1ccc[nH]1)C(=O)c1ccccc1	-8	-13	4.2	-7	3.2	4	0	6.5	7
CCN(c1ccccc1)c1cc(C)nc2nc(C)nn12	-1	7	0.6	3	-0.8	-9	-1	0.1	-29
Cn1c(=O)c2c(nc(SCC(=O)NCc3ccco3)n2C)n(C)c1=O	-1	-7	0.5	-11	-0.1	2	-2	0.1	-19
Cc1ccc(CN2CCN(Cc3cn(C)nc3-c3ccccc3)CC2CCO)o1 (stereo not drawn)	0	-6	-0.6	-18	0.2	-9	3	0.4	6
Cc1ccc(NC(=O)CNC2CCS(=O)(=O)C2)cc1C (stereo not drawn)	.	0	.	-16	7.8	18	.	.	0
Cc1cc(C)c2c(n1)sc1c(N3CCN(C)CC3)ncnc12	3	7	1.9	-6	0.0	-21	-10	3.1	1
CCN1C(=O)[C@H]2[C@H]3CN=C(SCc4ccccc4)N3[C@@](Cc3ccccc3)(C(=O)OC)[C@H]2C1=O	.	4	.	.	0.5	3	-15	.	2
COc1ccc(C(=O)/C=C/Nc2cccc(C)n2)cc1OC	3	4	-0.7	-11	0.5	-6	-18	-2.2	6
Cc1ccc(NC(=O)COc2ccc(Br)cc2CO)cc1	-3	-12	1.2	8	6.3	22	-3	1.3	-9
COc1ccc(S(=O)(=O)Nc2ccc(C)cc2)cc1N(C)S(=O)(=O)c1ccc(Cl)cc1	-4	6	-0.1	-5	0.6	-6	8	-1.4	-9
COc1ccccc1N1CCN(C(=O)Cn2nc3n(C)c4ccccc4n3c(=O)c2=O)CC1	-2	.	0.5	-5	.	.	-9	-0.6	.
O=C(COC(=O)C1CC1)Nc1ccc(S(=O)(=O)N2CCOCC2)cc1	-4	-12	1.2	.	4.7	13	6	0.7	-14
Cc1ccc(-n2c3c(c(=O)[nH]c2=O)C(NS(=O)(=O)c2ccc(C)cc2)(C(F)(F)F)C(=O)N3)cc1 (stereo not drawn)	-3	-10	0.5	2	7.7	21	-4	0.5	-15
CC(C)N(NC(=O)c1cccc2ccccc12)C(C)C	-5	-3	-0.8	-7	-0.1	-12	7	0.7	-19
C/C(=N\NC1=NCCN1)c1ccccc1	-17	2	1.0	-17	0.1	-16	-1	0.0	-11
N#Cc1cc(Sc2ccccn2)c([N+](=O)[O-])cc1C#N	-3	-7	1.1	-2	1.1	12	1	0.7	-12
CC[C@H](C)[C@H](NC(=O)CNC(=O)COc1cc2c(c3oc(=O)cc(C)c13)CCC(C)(C)O2)C(=O)O	-8	-12	0.6	-11	3.1	4	-4	0.6	-14
CCCC(C)c1nnc(NC(=O)c2cc(C(=O)OC)cc([N+](=O)[O-])c2)s1 (stereo not drawn)	-7	-10	1.8	-6	1.4	20	1	1.1	5

2 compounds from above, limited to OXTR potentiate.
Structure | OXTR potentiate
O=C(COC(=O)C1CC1)Nc1ccc(S(=O)(=O)N2CCOCC2)cc1 | -4
CC[C@H](C)[C@H](NC(=O)CNC(=O)COc1cc2c(c3oc(=O)cc(C)c13)CCC(C)(C)O2)C(=O)O | -8

Later entries:
SMILES	OXTR potentiate	CHO-K1 Ca antag	V1R ag counter	GPR7 antag	M1 ag parental	M1 PAM parental	CHO parental Ca	OXTR agonist	TAAR1 antagonist
CC(=O)c1ccc([N+](=O)[O-])cc1	0	-10	0.7	.	-0.6	12	8	1.9	9
CC(C)(C)CN1CCC(Oc2cccc(C(=O)NCCCOc3cccnc3)c2)CC1	-10	24*	0.1	-7	0.5	-32	-26	0.0	-10
COc1cc(C2CC(C(F)(F)F)n3ncc(C(=O)O)c3N2)cc(OC)c1OC (stereo not drawn)	1	-7	-0.3	-21	0.2	17	-15	0.5	3
CCc1ccc(NS(=O)(=O)c2ccc3[nH]cc(C(=O)N4CCCCC4)c(=O)c3c2)cc1	0	-2	1.1	-2	-0.5	2	-8	-0.2	1
O=C(NC(=S)Nc1ccccn1)c1cncc(Br)c1	-2	5	0.1	-2	-0.5	7	-5	-0.1	-31
CCOc1cccc(C(c2c(C)n(C)n(-c3ccccc3)c2=O)c2c(C)n(C)n(-c3ccccc3)c2=O)c1OC	-3	-2	-0.5	1	6.8	12	-11	0.2	7
CCOC(=O)/C(C#N)=N/Nc1ccccc1C#N	-6	-4	5.2	-6	2.3	-11	-7	3.6	-2
O=C(Cn1c(C(F)(F)F)nc2ccccc21)N/N=C/c1ccco1	-11	11	-0.1	-12	17*	10	4	-1.2	8
Cc1nn(-c2ccccc2)c(N2CCCC2)c1/C=N/NC(=O)c1ccccc1O	-9	9	0.5	-8	9.3	-1	-16	-1.9	19
Cc1ccc(-c2nn(-c3ccccc3)cc2C2CC(c3cccs3)=NN2C(=O)CCC(=O)O)cc1 (stereo not drawn)	-10	4	6.4	15	1.1	20	-1	3.4	-8
Cc1ccc(NC(=O)C(C)OC(=O)c2n[nH]c3ccccc23)cc1 (stereo not drawn)	-6	-15	-0.1	.	1.5	24	-7	-1.2	4
CCCCNC(=O)CN(c1cccc(F)c1)S(C)(=O)=O	-2	15	-0.8	-12	-0.1	-4	-2	-0.2	-5
COc1cc(NC(=O)CN2CCN(CC(=O)Nc3ccccc3OC)CC2)cc(OC)c1	3	-17	-0.7	-3	1.2	4	-22	0.6	-9
CCN(Cc1ccc(OC)c(F)c1)C(=O)/C=C/c1ccc(S(=O)(=O)N2CCOCC2)cc1	-12	-15	5.2	.	2.4	9	-11	2.2	11
O=S(=O)(c1cccc(-c2cn3ccccc3n2)c1)N1CCCCC1	-8	-14	2.2	-4	5.2	16	-27	0.1	-7
COc1cc(OC)c(OC)cc1/C=C/c1ccnc2ccccc12	.	4	.	.	1.3	-4	.	.	22
CC(C)(C)OC(=O)C[C@@H]1C/C=C\C[C@@H](CC(=O)N[C@H](CO)Cc2ccccc2)C(=O)NCCOC1=O	0	-5	1.6	.	0.1	10	-14	2.3	-6
O=C(NCc1ccc(Cl)cc1)C1CCCN(C(=O)c2ccc(Cl)cc2)C1 (stereo not drawn)	1	2	2.0	.	0.8	11	-34	0.3	-15
O=C(COC(=O)c1ccc2ncsc2c1)NCc1cccc(Cl)c1	-7	0	4.4	.	0.1	-7	-25	0.8	-13
S=C(Nc1ccccc1Cl)N1CCC(c2ccccc2)C1 (stereo not drawn)	-7	-4	-1.1	-2	0.3	0	-11	-0.8	-26
O=C(Nc1nc2c(Br)cc(Br)cc2c(=O)s1)c1ccco1	2	1	-0.3	-12	0.4	-5	-1	-0.9	22
Cc1ccc(C(=O)OCC(=O)Nc2cccc(S(=O)(=O)N3CCCCC3)c2)o1	-8	-22	6.6	.	9.9	16	-15	8.2	5
O=C(CSc1nnc(-c2ccc(F)cc2)o1)N1CCCC1	-6	-16	-0.4	1	1.8	-8	6	-0.1	-13
COc1cc(/C=N\NC(=O)c2ccc(C)nc2)ccc1OC(=O)c1cccc(F)c1	-20	-12	4.4	-13	4.5	0	-16	4.0	6
Cc1ccc(NC(=O)c2ccc(Cl)c(S(=O)(=O)N3CCCC3)c2)nc1	-11	-7	4.7	.	4.8	10	-10	1.8	-21
COc1ccc(CCNC(=O)c2ccc(CS(=O)(=O)c3ccc(Cl)cc3)o2)cc1OC	-12	0	8.8	-12	17*	-4	8	14	44
O=C(CCN1CCCCC1)Nn1c(=S)[nH]c2ccccc2c1=O	0	4	0.5	14	-0.2	6	0	0.8	5
